Hck Nef HTS = inhibitors of Nef-activated human Hck kinase, primary screen, biochemical, Z-Lyte FRET, 384-well, Hck-YEEI | AID 463187, 2010 | Tyrosine-protein kinase HCK (Homo sapiens), P08631 | hit rate 0.68% among 220,000 | Recombinant Hck-YEEI plus Nef, Z-Lyte FRET kinase assay | inhibition, % at 20 µM;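 active = Hck-Nef kinase inhibition above about 50%, limit read from the data; inactive = inhibition below that limit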;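 note: 0% = DMSO with Hck plus Nef and 100% = Hck alone without Nef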
EBV gp42 block = Epstein-Barr virus gp42 inhibitors, primary screen, biochemical, uHTS, fluorescence polarization; Fluorescence polarization binding assay, mP read-out; Glycoprotein 42 (Epstein-Barr virus (strain AG876)), Q1HVG2; hit rate 0.42% among 220,000; AID 1085, 2008; inhibition, % (tested at 21.74 µM); in the data active = inhibition above about 50%
NCF1 inh = p47phox/p22phox peptide binding inhibitors, primary screen, biochemical, uHTS, NADPH oxidase regulatory subunit | fluorescence polarization, 2 h | inhibition, % at 24.7 µM | hit rate 0.53% among 220,000;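 active = inhibition above about 30%, limit read from the data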;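 note: 0% = p47phox with labelled peptide and 100% = labelled peptide alone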
Runt-SMMHC FRET = inhibitors of RUNX1 Runt–CBFb-SMMHC binding, primary screen, biochemical, FRET, Cerulean-Runt, Venus-CBFb-SMMHC, uHTS. Cerulean-Runt/Venus-CBFb-SMMHC FRET ratio 530/480, 1 h. Runt-related transcription factor 1 (Homo sapiens) + Core-binding factor subunit beta …. AID 1434, 2008. inhibition, % at 20 µM. hit rate 0.74% among 220,000;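 active = mean inhibition across duplicate retests at 20 µM reaching about 50%, limit read from the data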;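 note: 0% = DMSO wells and 100% = wells with excess untagged CBFb-SMMHC; inhibitors lower the FRET ratio by blocking Runt binding to CBFb-SMMHC; some results filed as inactive read as strong as hits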
Target sequence (Q01196 whole entry, looked up): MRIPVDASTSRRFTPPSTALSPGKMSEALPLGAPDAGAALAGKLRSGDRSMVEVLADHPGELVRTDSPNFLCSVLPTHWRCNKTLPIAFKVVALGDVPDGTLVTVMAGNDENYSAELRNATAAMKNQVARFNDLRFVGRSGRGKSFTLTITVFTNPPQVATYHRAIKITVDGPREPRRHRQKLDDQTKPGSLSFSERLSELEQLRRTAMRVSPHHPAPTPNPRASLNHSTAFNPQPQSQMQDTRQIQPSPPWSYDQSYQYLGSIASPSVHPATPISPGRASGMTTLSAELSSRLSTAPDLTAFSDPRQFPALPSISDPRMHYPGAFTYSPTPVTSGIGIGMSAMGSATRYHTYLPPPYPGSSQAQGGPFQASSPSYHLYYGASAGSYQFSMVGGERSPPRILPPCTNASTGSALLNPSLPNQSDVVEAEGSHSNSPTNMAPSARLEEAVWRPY
Target sequence (Q13951 whole entry, looked up): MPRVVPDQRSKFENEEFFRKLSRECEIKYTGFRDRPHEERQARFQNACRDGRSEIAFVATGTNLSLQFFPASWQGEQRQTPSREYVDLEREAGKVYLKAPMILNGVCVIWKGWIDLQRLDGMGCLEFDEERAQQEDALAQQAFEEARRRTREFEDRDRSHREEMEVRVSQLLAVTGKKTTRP
14-3-3 Bad inh = inhibitors of 14-3-3 zeta/Bad binding, primary screen, biochemical, TR-FRET, bovine 14-3-3 zeta. 14-3-3 protein zeta/delta (Bos taurus), P63103. TR-FRET 14-3-3zeta/Dy647-pBad peptide displacement, 1 h. inhibition, % at 21.7 µM. hit rate 0.71% among 220,000. AID 781, 2007;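 active = inhibition above about 70%, limit read from the data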;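 note: 0% = full 14-3-3 plus peptide FRET controls and 100% = background without 14-3-3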
Target sequence (P63103 whole entry, looked up): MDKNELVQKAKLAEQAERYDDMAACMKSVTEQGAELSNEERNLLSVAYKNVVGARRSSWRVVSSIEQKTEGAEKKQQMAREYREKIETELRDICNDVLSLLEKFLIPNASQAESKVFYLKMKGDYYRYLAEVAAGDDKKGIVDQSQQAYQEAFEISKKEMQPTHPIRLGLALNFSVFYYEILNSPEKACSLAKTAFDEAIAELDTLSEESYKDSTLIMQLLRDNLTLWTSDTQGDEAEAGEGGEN
zVAD death inh = inhibitors of zVAD-triggered necroptosis, primary screen, L929 cells; L929 zVAD necroptosis rescue, ATP luminescence, 24 h; with zVAD 60 µM; viability rescue, % at 10 µM; hit rate 0.38% among 220,000; AID 1377, 2008;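 active = activation, scaled between plate controls, above about 75%, limit read from the data; inactive = activation under that limit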;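 note: 0% = zVAD with DMSO and 100% = DMSO alone without zVAD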
Runt-CBFb FRET = inhibitors of RUNX1 Runt–CBFb binding, primary screen, biochemical, FRET, Cerulean-Runt, Venus-CBFb, uHTS. Runt-related transcription factor 1 (Homo sapiens) + Core-binding factor subunit beta …. Cerulean-Runt/Venus-CBFb FRET ratio 530/480, 1 h. inhibition, % at 20 µM. hit rate 0.46% among 220,000;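 active = inhibition over about 50% at 20 µM in the single-dose screen, limit read from the data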;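 note: 0% = DMSO wells and 100% = excess unlabeled CBFb competitor control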
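Buffer or medium: Tris pH 7.5 buffer with BSA. Assay system: Cerulean-labeled Runt domain protein. Amount: each fluorescent fusion protein 100 nM. Read-out basis: loss of energy transfer signal. Incubation: 1 h compound exposure, room temperature. Probe or stimulus: Venus-CBFb binding partner, 100 nM. Detection: FRET, excitation 422 nm, emission at 530 and 480 nm.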
Tb hexokinase = Trypanosoma brucei hexokinase 1 inhibitors, primary screen, biochemical, G6PDH-coupled NADH absorbance, MLSCN library; hexokinase 1 [Trypanosoma brucei]; recombinant TbHK1, G6PDH-coupled NADH A340; inhibition, % at 10 µM; hit rate 0.11% among 220,000; AID 1430, 2008;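 active = inhibition of 50% or more in the single-dose primary screen; inactive = inhibition below 50%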
Mdm2 ligase inh = MDM2-luciferase reporter signal enhancers, primary screen, MDM2 E3 ligase inhibitor project, cell-based, luminescence, 1536-well. E3 ubiquitin-protein ligase Mdm2 (Homo sapiens), Q00987. cell-based MDM2 ubiquitination luciferase reporter, 2 h; 0 = plate control, 100 = twice control, blank-subtracted. signal enhancement, % at 5 µM. hit rate 0.11% among 210,000;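 active = signal enhancement of 30% or more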;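 note: luminescence tracks abundance of the self-degrading MDM2-luciferase fusion protein; higher signal means inhibition of MDM2 E3 ligase activity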
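Material: Stable MDM2–luciferase fusion reporter cells | Amount: 2000 cells seeded into each well | Dosing: One concentration, 5 µM, with 0.2% DMSO | Incubation: 4 h cell settling then 2 h compound exposure, 37 °C | Measured by: Luciferase luminescence | Read-out basis: % enhancement relative to plate controls after blank subtraction | Benchmarks: Control and blank well means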
Active calls of the source: *; · = not tested or not shown; [ ] = remark or other dose. No enrichment for hits. Share with any hit: about 3.2%.

Values run as follows: Hck Nef HTS	EBV gp42 block	NCF1 inh	Runt-SMMHC FRET	14-3-3 Bad inh	zVAD death inh	Runt-CBFb FRET	Tb hexokinase	Mdm2 ligase inh
Cc1nc(NCCOc2ccccc2)sc1C(=O)Nc1ccccc1
→ 17	-2	-5	1	5	2.9	-2	6	-6
CCCCCn1c(N)c(-c2nc3ccccc3o2)c2c([N+](=O)[O-])nn(CC)c(=O)c21
→ 2	55*	8	-4	34[fluorescence artefact?]	0.3	-5	-9	-14
COc1ccc(/C=C(\NC(=O)c2cccs2)C(=O)Nc2ccc(C)cc2)cc1OC
→ 9	-12	-4	-3	9	0.2	-5	-11	-22
COc1cc([N+](=O)[O-])c2ncsc2c1
→ 7	-11	0	-4	9	1.2	7	-9	-13
CCC(C)n1cnc2c(c1=O)c1nc3ccccc3nc1n2Cc1ccc(OC)cc1 (centres undefined)
→ -1	-4	-27	-14	-7	-0.6	-7	-13	8
COC(=O)c1cc2sccc2n1CC(=O)Nc1cccc(SC)c1
→ 2	-9	-16	-2	4	0.6	1	-5	5
COC(=O)c1sccc1NC(=S)N1CCC(C)CC1
→ 2	-1	-8	-1	4	0.7	2	-5	6
CC(C)(C)c1ccc(NC(=O)c2c(F)cccc2Cl)cc1
→ 5	-1	-16	0	0	5.0	1	-10	-3
Cc1ccc(OCCn2cc(/C(N)=N/O)c3ccccc32)cc1C
→ 0	-5	-15	-1	12	0.3	-124	4	0
O=C(CN1CCN(c2nc(-c3ccccc3)cs2)CC1)NNC(=O)c1ccc(Br)cc1
→ 0	-7	-8	9	0	-0.2	-1	-2	4
CN1CCN(c2ccccc2NC(=O)c2cccc([N+](=O)[O-])c2)CC1
→ 11	3	-9	1	0	-0.8	0	-4	·
Cc1cc(N2CCC(C)CC2)n2nc(C)c(-c3ccccc3)c2n1
→ 0	6	-2	-2	-11	8.5	-3	-7	-30
COC(=O)c1ccc(N2CCN(S(=O)(=O)c3ccc4ccccc4c3)CC2)c([N+](=O)[O-])c1
→ 0	-14	-13	-4	-19	-0.1	1	-21	-9
COC(=O)C(NC(=O)c1ccccc1)c1ccccc1 (centres undefined)
→ 1	-7	5	4	4	0.8	-2	3	-18
Cc1cc(C)c2oc(-c3cccc(NC(=O)c4ccc(F)cc4)c3)nc2c1
→ 2	-40	-1	-5	11[fluorescence artefact?]	0.6	0	-10	-1
O=C(c1ccc(F)cc1)N1CCCN(c2nc(-c3ccccc3)ns2)CC1
→ 10	-3	-11	2	3	0.0	-1	-12	0
Cc1cc(Nc2ccc(Cl)cc2)nc(N2CCOCC2)n1
→ 18	-10	-17	0	-13	42	0	-4	-7
c1csc(Cc2nn3c(-c4n[nH]c5c4CCC5)nnc3s2)c1
→ 14	16	-12	-2	0	-0.1	2	1	-12
N#CCSc1nc2cc(C(=O)N3CCCC3)ccc2c(=O)n1Cc1ccccc1
→ 0	-9	-17	-4	11	-0.5	-2	-7	-14
CC1CCN(Cc2c(O)ccc3c2O/C(=C\c2ccco2)C3=O)CC1
→ -21	35	-45	-18	4[fluorescence artefact?]	·	4	-19	1
COc1cc(/C=N/NC(=O)C2(O)c3ccccc3-c3ccccc32)ccc1O
→ 5	-8	-16	2	-2[fluorescence artefact?]	-0.3	4	-30	·
CC(=O)c1cccc(NC(=O)c2cc3nc(C)cc(C)n3n2)c1
→ 0	-16	0	0	7	0.6	-3	-3	-15
Cc1ccccc1Nc1nc(N)nc(CSc2nc3ccccc3c(=O)n2CCCO)n1
→ -8	-15	-9	4	0	-0.9	-2	-9	-7
Cc1ccccc1Nc1nc(N)nc(COC(=O)c2cccc(S(=O)(=O)N(C)c3ccccc3)c2)n1
→ -2	-1	-30	1	0	-0.5	-1	0	8
CCn1c(C)cc(O)cc1=O
→ 26	-15	-11	1	0	-0.1	3	-4	-7
Cc1nc(NC(=O)c2ccccc2)sc1-c1csc(Nc2ccc(F)cc2)n1
→ -1	-24	-8	36	55	0.3	27	-15	-19
O=C(CSCCO)N1CCc2ccccc21
→ -13	-9	-6	-5	3	-0.6	-1	-3	-20
CCCc1cc(SCC(=O)Nc2c(C)n(C)n(-c3ccccc3)c2=O)n2c(nc3ccccc32)c1C#N
→ 1	-15	10	63	65	0.3	10	-2	-71
Cc1c(Cl)c([N+](=O)[O-])nn1CC(=O)N1CCc2ccccc2C1
→ 0	-18	1	4	-5[fluorescence artefact?]	0.1	0	-2	-18
CSc1ccc(C(=O)C2CCCN(C(=O)c3ccc(C)nc3)C2)cc1 (centres undefined)
→ 10	3	2	1	-5	-0.1	-2	-12	-6

Two records drawn at random from those above, as already listed:
Values run as follows: Hck Nef HTS	EBV gp42 block	NCF1 inh	Runt-SMMHC FRET	14-3-3 Bad inh	zVAD death inh	Runt-CBFb FRET	Tb hexokinase	Mdm2 ligase inh
CCn1c(C)cc(O)cc1=O
→ 26	-15	-11	1	0	-0.1	3	-4	-7
Cc1cc(Nc2ccc(Cl)cc2)nc(N2CCOCC2)n1
→ 18	-10	-17	0	-13	42	0	-4	-7

(next part)
Values run as follows: Hck Nef HTS	EBV gp42 block	NCF1 inh	Runt-SMMHC FRET	14-3-3 Bad inh	zVAD death inh	Runt-CBFb FRET	Tb hexokinase	Mdm2 ligase inh
CCCCCCC(=O)N1CCC(c2nc3c(nnn3Cc3ccccc3Cl)c(=O)[nH]2)CC1
→ 0	-1	-11	-9	5	-0.3	-8	-14	-12
CSc1nnc(Cc2ccc3c(c2)OCO3)o1
→ -5	-6	-3	0	0	0.2	1	-4	-8
CCSc1nnc(NC(=O)c2cccc(S(=O)(=O)N(C)c3ccc(C)cc3)c2)s1
→ 0	-8	-21	2	11[fluorescence artefact?]	-0.3	0	-17	-16
CCN(CC)c1ccc(NC(=O)c2ccccc2F)cc1
→ 1	-17	-2	7	8	2.3	11	-4	-43
CC(=O)Oc1ccc2c(c1)C(=O)c1ccccc1CO2
→ 2	4	2	-4	-1	0.7	4	3	-11
COCCn1c(SCc2nnc(-c3ccc(OC)c(OC)c3)o2)nnc1-c1ccncc1
→ 19	-15	-14	2	-1	-0.4	2	-2	·
CN1C(=O)NC(NC(=O)c2ccco2)(C(F)(F)F)C1=O (centres undefined)
→ 1	-4	-11	5	-6	0.3	-1	0	1
Clc1ccc(-c2nc3ccncc3[nH]2)cc1
→ 5	-6	18	20	6	-0.1	59*	1	-10
C[C@H](NC(=O)c1ccccc1Cl)C(=O)OCCOc1ccc(Cl)cc1
→ 6	-7	-7	0	-1	1.6	-2	-4	-10
Cc1cccc(NC(=S)NC(C)CCc2ccccc2)c1 (centres undefined)
→ 1	-2	-8	0	-6	-0.2	0	6	-10
CC1CC(=O)NN=C1c1ccc(N)c([N+](=O)[O-])c1 (centres undefined)
→ 9	2	-5	-6	3[fluorescence artefact?]	-0.1	1	-3	-8
Cc1ccc(C(=O)OCCN(C)Cc2ccccc2)cc1
→ -7	-13	19	5	2	3.1	1	0	-6
O=c1c2ccccc2c(C=NC2CCS(=O)(=O)C2)c(O)n1-c1ccccc1 (centres undefined)
→ 0	-14	-14	5	-6[fluorescence artefact?]	0.1	-2	-17	-16
Cc1cccc(-c2noc(CN(C(=O)c3ccc4c(c3)OCO4)C(C)C)n2)c1
→ 0	-19	-1	-7	·	-0.3	-1	4	-15
O=C(/C(=C/c1cccnc1)n1ccnc1)c1ccc(Cl)cc1Cl
→ 15	-7	-13	4	-5	-0.6	4	-7	-3
Cc1cc(C(=O)N/N=C/c2c(C)nn(-c3ccccc3)c2C)c(C)o1
→ 11	-16	-4	-7	3	0.8	-3	-7	6
CC(C)Cc1nc2ccccc2n1CCc1ccccc1
→ -1	-8	-12	5	-1	·	-1	3	-14
Cc1c(C(=O)N2CCN(C(=O)c3ccco3)CC2)sc2nc(-c3ccc(F)cc3)cn12
→ 1	12	-8	-4	7[fluorescence artefact?]	1.7	-1	-3	-26
COc1cc(/C=N/OCC(=O)NC2CCCCC2)ccc1OCc1ccccc1
→ 1	-5	-16	1	-15	1.1	-2	-2	-4
CN(C)CCNC(=O)/C(=C/c1ccc(-c2ccc(Cl)cc2)o1)NC(=O)c1ccccc1
→ 2	-2	-3	1	-5	7.0	-2	-26	-5
O=C(NC(=S)Nc1cccc(C(F)(F)F)c1)c1csnn1
→ -11	-4	-10	0	-9	-0.8	-1	-5	-7
Cc1cc(C(=O)OCC(N)=O)c(C)n1-c1ccccc1
→ -11	-12	-2	-2	-8	1.4	1	6	-5
CC1=C(C#N)c2nc(N)c(C#N)c(C)c2/C1=C\c1ccc(-c2ccccc2C(=O)O)o1
→ 61*	8	37*	-8	56	4.5	-1	-2	-21
O=C1NC(=S)S/C1=C\c1cc2ccccc2nc1N1CCCCC1
→ 11	5	-47	-101	9	3.9	-38	-2	-6
CCOC(=O)c1ccc(NC(=S)NNC(=O)C2(C)CC2(Cl)Cl)cc1 (centres undefined)
→ 0	-16	-9	6	-12[fluorescence artefact?]	1.2	2	-22	3
CSc1ccc(NC(N)=S)cc1
→ -1	-2	-13	1	-11	0.7	0	2	-9
CC1=C(C(=O)OCc2ccccc2)C(c2cccs2)N2C(=O)CCSC2=N1 (centres undefined)
→ -3	-8	0	-1	23	0.0	·	-10	-4
CCN(CC)c1ccc(CNc2nc3ccccc3n2C)cc1
→ 19	-5	0	4	1	-0.3	6	2	-15
CCCCC(=O)N(c1ccc(OCC)cc1)C1C=CS(=O)(=O)C1 (centres undefined)
→ -3	0	-5	0	1	-2.4	-1	-6	6
Cc1ccc(F)cc1NC(=O)C1CCCN(c2ncccn2)C1 (centres undefined)
→ 1	-6	-14	2	6	0.0	1	-2	-10
CC(=O)Nc1ccc(S(=O)(=O)Nc2ccc(=O)n(Cc3ccc(Cl)c(Cl)c3)c2)cc1
→ -6	-15	-10	-2	-6	0.6	0	-4	1
C=CCN1c2ccccc2[C@]23C[C@@H](C(=O)OC)N(C(=O)c4cccs4)C2=NC(C(=O)OC)=C(C(=O)OC)[C@H]13
→ -30	-1	-2	2	-1	-0.1	-3	-31	12
CC(C)(C)C1c2[nH]c3ccccc3c2CCN1Cc1cccc(OCCO)c1 (centres undefined)
→ 20	20	2	8	-10	0.6	2	0	-5

Source: PubChem BioAssay (several laboratories)
